TR SRC2 fluor cs: Texas Red fluorescence interference in TRb-SRC2 counter-screen; AID 1479; TRb/SRC2 Texas Red total fluorescence interference; Potency, µM (series often up to 106 µM), for the others: at the top dose fluorescence change, negative = quenching; 0.29% of 280,000 active; active means well fitted curve in either direction with a large enough effect; inconclusive means small, poorly fitted or top-dose-only effect; further: potency means the concentration at half of the fitted maximal effect; on the % scale 0 is the no-effect control and ±100 the full control effect
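Flags fluorescent or light-absorbing compounds by total fluorescence, S + 2P, at 555 nm excitation and 632 nm emission. Mixture: 20 nM Texas Red SRC2 peptide, 0.6 uM human TRb LBD, 1 uM T3, 5% DMSO; compound exposure 5 h at ambient temperature.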
Tau fluor cs: counter-screen for tau fibril formation inhibitors | tau K18 P301L Alexa594 fluorescence, heparin fibrillization | Potency, µM (doses to about 57.7 µM), for the others: at the top dose activity change, negative = decrease | 0.93% of 280,000 active | AID 1463; further: potency means the concentration at half of the fitted maximal effect; on the % scale 0 is the no-effect control and ±100 the full control effect; nearly all actives have a fitted effect of over 55% in size
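Human tau K18 P301L (15 uM unlabeled, 0.24 uM Alexa 594-labeled) in 100 mM sodium acetate pH 7 with 20 uM heparin, 6 hr at 37 C. ThT 30 uM added, 1 hr ambient; Alexa 594 FP and total fluorescence read at 555/632 nm.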
NPSR antagonist: blocks cAMP signaling of the human neuropeptide S receptor | Potency, µM (series often up to 38.3 µM), for inactives: at the top dose activity change, negative = inhibition, usual class: inhibitors | Q6W5P4 | 1% of 220,000 active | CHO-NPSR cells, cAMP TR-FRET, antagonist mode; further: potency means the concentration at half of the fitted maximal effect; on the % scale 0 is the no-effect control and ±100 the full control effect; nearly all actives have a fitted effect of over 50% in size; many of its hits are not listed in these tables
Target sequence (Q6W5P4 whole entry, looked up): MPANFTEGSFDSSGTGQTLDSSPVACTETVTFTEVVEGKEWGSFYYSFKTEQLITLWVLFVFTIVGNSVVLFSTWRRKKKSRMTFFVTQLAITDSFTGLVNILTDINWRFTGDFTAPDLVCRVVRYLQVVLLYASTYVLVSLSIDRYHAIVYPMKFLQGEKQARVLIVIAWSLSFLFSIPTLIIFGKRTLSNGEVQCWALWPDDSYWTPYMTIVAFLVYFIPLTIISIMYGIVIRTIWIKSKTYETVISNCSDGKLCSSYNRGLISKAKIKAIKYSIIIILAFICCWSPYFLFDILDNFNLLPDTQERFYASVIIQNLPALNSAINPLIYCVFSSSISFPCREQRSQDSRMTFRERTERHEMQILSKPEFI
Epigenetic reg: epigenetic control regulation, reporter derepression; murine LDR cells, GFP reporter derepression, 30 h; Potency, µM (titrated, usually from 53.9 µM), for inactives: top-dose GFP activation, usual class: activators; 0.2% of 280,000 active; further: potency means the concentration at half of the fitted maximal effect; % of control where 0% means no effect; nearly all actives have a fitted effect of over 60% in size
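Reporter derepression read as number of fluorescent GFP-positive objects, 20-120 um in size, counted by laser-scanning cytometer. Mouse LDR line with an epigenetically silenced CMV-GFP locus; compound incubation 30 h, 37 C.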
TRb-SRC2 inh: disrupts binding of human TR beta to SRC2; P10828; TRbeta-SRC2 peptide binding, fluorescence polarization; receptor liganded with 1 µM T3; Potency, µM (highest dose often 106 µM), without a hit: top-dose activity change, negative = inhibition, usual class: inhibitors; 0.065% of 280,000 active;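 further: potency means the concentration at half of the fitted maximal effect; plate controls were bound peptide for no effect and peptide without receptor for full effect; nearly all actives have a fitted effect of over 50% in size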
Target sequence (P10828 whole entry, looked up): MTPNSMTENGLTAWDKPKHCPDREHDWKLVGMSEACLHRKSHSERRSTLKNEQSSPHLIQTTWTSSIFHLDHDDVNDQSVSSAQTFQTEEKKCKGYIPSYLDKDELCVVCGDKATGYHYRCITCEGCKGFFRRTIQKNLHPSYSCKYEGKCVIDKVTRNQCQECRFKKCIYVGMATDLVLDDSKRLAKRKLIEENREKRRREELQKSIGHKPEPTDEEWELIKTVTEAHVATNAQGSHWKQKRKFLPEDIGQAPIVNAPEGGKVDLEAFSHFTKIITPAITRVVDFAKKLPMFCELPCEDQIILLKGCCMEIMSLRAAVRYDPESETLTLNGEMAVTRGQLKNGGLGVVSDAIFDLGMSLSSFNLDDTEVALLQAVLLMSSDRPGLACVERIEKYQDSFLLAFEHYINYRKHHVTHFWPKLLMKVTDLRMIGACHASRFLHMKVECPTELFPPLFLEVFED
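Polarization signal, normalized between peptide-alone and full complex controls, measured compound effects on T3-liganded human TRb LBD (0.6 uM) binding 20 nM Texas Red SRC2 peptide after 5 hr.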
Tau fibril FP: tau fibrillization inhibition (FP); 0.39% of 280,000 active; AID 1468; P10636; Potency, µM (series often up to 57.7 µM), without a hit: top-dose activity, negative = inhibition, hits mostly inhibitors; K18 P301L tau heparin fibrillization, Alexa594 FP, 6 h; further: potency means the concentration at half of the fitted maximal effect; on the % scale 0 is the no-effect control and ±100 the full control effect; nearly all actives have a fitted effect of over 55% in size
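Compound effects on tau fibrillization are measured by Alexa 594 fluorescence polarization (ex 555, em 632 nm). K18 P301L tau is used at 15 uM with 0.24 uM labeled tracer, and 20 uM heparin induces aggregation over 6 hr at 37 C.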
GLA spleen mod: inhibitors or activators of human alpha-galactosidase in spleen homogenate. P06280. human spleen homogenate, 4MU-alpha-Gal fluorescence, 40 min. Potency, µM (doses to about 80 µM), inactives show at the top dose activity change, negative = inhibition, hits mostly inhibitors. 0.008% of 240,000 active;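 further: potency means the concentration at half of the fitted maximal effect; 0% = enzyme with vehicle and -100% = no enzyme basal signal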
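Inhibition or activation of alpha-galactosidase in human spleen homogenate is scored by 4-MU fluorescence after 40 min at 37C, pH 5.0, with 1 mM substrate. AC50s come from concentration-response fitted to the Hill equation.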
CBFb-RUNX1 inh: blocks binding between human CBF-beta and RUNX1; AID 1477; AlphaScreen CBFb-His/RUNX1-biotin binding, biochemical; Potency, µM (top dose mostly 59.8 µM), for the others: at the top dose activity, negative = inhibition, most hits filed as inhibitors; 230,000 tested, under 10 active; Q01196+Q13951; further: % of control where 0% means no effect
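Room-temperature protein-protein interaction test with 30 nM each of His-tagged CBF-beta and biotinylated RUNX1, 15 min with compound, then 90 min with nickel plus streptavidin beads. Signal read in AlphaScreen mode.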
* marks the source's active call; other numbers are inactive results; ? = inconclusive; / = not tested or not shown; [ ] = another dose, or the depositor's remark. Unless noted, the call rests on the fitted dose curve; in most records, active means well fitted curve in the direction sought with a large enough effect; inconclusive means small, poorly fitted or top-dose-only effect, or another doubt; inactive means no such curve, though single readings can be large; an effect the other way counts as inactive or inconclusive. These rows are one share of the data, so the mix of outcomes need not match the whole.

#	canonical_smiles	TR SRC2 fluor cs	Tau fluor cs	NPSR antagonist	Epigenetic reg	TRb-SRC2 inh	Tau fibril FP	GLA spleen mod	CBFb-RUNX1 inh
1	Cc1no[n+]([O-])c1COc1ccc(/C=C2\NC(=S)NC2=O)cc1	-5%	-21%	-12%[46.1 µM]	0.7%	1%	8%	7%	0%
2	C=CCn1c(Cc2cccc3ccccc23)n[nH]c1=S	-1%	2%	1%	1.3%	-1%	-2%	3%	-4%
3	Cc1ccc(N2CC(C(=O)Nc3nnc(C)s3)CC2=O)cc1 (stereo not given)	-1%	-9%	3%[46.1 µM]	0.0%	-4%	-6%	-14%	7%
4	COc1ccc(CCN(C(=O)c2ccc(F)cc2)C2=CC3CCC(C2)N3C)cc1OC (stereo not given)	2%	6%	1%[46.1 µM]	-2.4%	9%	-3%	1%	7%
5	COc1cc(C2CC(=O)N(Cc3ccc(F)cc3)c3ccccc3S2)cc(OC)c1OC (stereo not given)	?	-26%	/	1.4%	-5%	4%	/	/
6	COc1ccccc1NC(=O)CN1CCN(CC(=O)Nc2ccc3c(c2)OCO3)CC1	-6%	1%	-9%[46.1 µM]	-0.9%	-4%	5%	-7%	4%
7	CCOP(=O)(OCC)c1nc(-c2ccc(OC)cc2)oc1N1CCOCC1	-2%	-3%	-4%	0.1%	0%	1%	-2%	5%
8	CCN1CCN(CCCNC(=O)c2cc3sccc3n2CC)CC1	-4%	-2%	5%[46.1 µM]	-0.8%	-25%	1%	6%	11%
9	O=C(O)CCn1cnc2ccccc2c1=O	1%	-5%	-8%[46.1 µM]	2.9%	-3%	-11%	5%	14%
10	CCOc1ccc2nc(COC(=O)c3cccs3)c(C(=O)c3ccccc3)[n+]([O-])c2c1	-3%	?	-19%	-1.0%	-9%	3%	-9%	-2%
11	CC12CC3(C)CC(C)(C1)CC(C(=O)NCc1ccccn1)(C2)C3	-5%	-7%	-16%	-0.1%	-7%	-4%	-6%	9%
12	COc1ccc(NC(=O)[C@@H]2[C@@H]3C(=O)N(C4CCCCC4)C(=O)[C@@H]3C3c4ccccc4C=CN32)cc1 (stereo not given in full)	-5%	-25%	-3%[46.1 µM]	-2.9%	-1%	-4%	-8%	6%
13	CSC(=NNC(=O)c1ccc(O)cc1)SC	-6%	-6%	-6%[46.1 µM]	0.0%	-1%	-3%	10%	2%
14	COc1ccc(/C=N/NC(=O)c2cc(OC)c(OC)c(OC)c2)cc1CN1CCc2cc(OC)c(OC)cc2C1C (stereo not given)	2%	-23%	-5%	2.5%	-6%	-2%	-2%	-8%
15	CNC(=O)c1cccn1-c1ccsc1C(=O)OC	-3%	-25%	8%[46.1 µM]	1.0%	1%	?	-7%	-2%
16	CCSc1nnc(NC(=O)CSc2nncc(=O)n2N)s1	-4%	-7%	15%	-3.8%	-3%	-6%	2%	-13%
17	Cc1ccc(NC(=O)O/N=C/c2c(C)nn(C(C)(C)C)c2C)cc1Cl	-1%	-24%	33%	9.4%	3%	-4%	1%	12%
18	COC(=O)c1ccc(OCC2c3cc(OC)c(OC)cc3CCN2C(=O)c2ccc(F)cc2)cc1 (stereo not given)	-1%	1%	/	3.9%	2%	-4%	/	/
19	CCCn1cc(SCC(N)=O)c2ccccc21	-3%	20%	1%	0.0%	1%	3%	-2%	-6%
20	O=C(COC(=O)CNC(=O)c1ccc(-c2ccccc2)cc1)NCc1ccco1	-3%	-12%	-12%	1.5%	2%	3%	-4%	?
21	COc1ccc(CN=Cc2c(C(=O)O)[nH]c3ccccc23)cc1	3%	-3%	2%	-0.3%	2%	-4%	10%	0%
22	CC1(C(=O)CSc2nc3ccccc3[nH]2)CCC(=O)O1 (stereo not given)	0%	4%	-15%[46.1 µM]	-0.8%	-1%	-2%	-2%	-3%
23	CCCC/C=C/C(NC(=O)c1ccc(C(=O)OC)cc1)c1ccccc1 (stereo not given)	-4%	-2%	/	1.7%	0%	7%	10%	23%
24	COc1ccc(NC(=O)CSc2nnc(C3CC3)n2C)cc1	-3%	-11%	3%	0.1%	5%	1%	2%	6%
25	CN(C)C(=O)c1nc2ccc(Cl)cn2c1CN1CCN(c2ncccn2)CC1	2%[53 µM]	-6%	1%	-0.3%	2%[53 µM]	-2%	-2%	5%
26	COC(=O)N/C(C)=C1/NC(=O)c2ccccc2C(c2ccccc2)N1 (stereo not given)	1%	-14%	-2%[7.67 µM]	-9.2%	9%	-9%	-1%	7%
27	COc1cc(C(=O)Nc2nccs2)c(Br)c(OC)c1OC	-2%	-5%	-3%[46.1 µM]	-0.8%	-16%	-3%	-8%	-4%
28	CCOC(=O)C1=C(C)NC(=O)NC1c1cccnc1 (stereo not given)	0%	-3%	9%[46.1 µM]	0.1%	9%	-3%	5%	2%
29	C=CCn1c(SCC(=O)N2CCOCC2)nc(O)c(Cc2ccccc2)c1=O	-3%	-10%	3%[46.1 µM]	2.9%	-6%	-11%	-1%	8%
30	O=C1NCCCC1C(=O)N/N=C/c1ccccc1 (stereo not given)	-1%	4%	4%[46.1 µM]	0.0%	-17%	11%	6%	17%

Three compounds from above, sorted by molar mass, lowest first.
#	canonical_smiles	TR SRC2 fluor cs	Tau fluor cs	NPSR antagonist	Epigenetic reg	TRb-SRC2 inh	Tau fibril FP	GLA spleen mod	CBFb-RUNX1 inh
11	CC12CC3(C)CC(C)(C1)CC(C(=O)NCc1ccccn1)(C2)C3	-5%	-7%	-16%	-0.1%	-7%	-4%	-6%	9%
25	CN(C)C(=O)c1nc2ccc(Cl)cn2c1CN1CCN(c2ncccn2)CC1	2%[53 µM]	-6%	1%	-0.3%	2%[53 µM]	-2%	-2%	5%
6	COc1ccccc1NC(=O)CN1CCN(CC(=O)Nc2ccc3c(c2)OCO3)CC1	-6%	1%	-9%[46.1 µM]	-0.9%	-4%	5%	-7%	4%

A different layout for 4 compounds above.
25. CN(C)C(=O)c1nc2ccc(Cl)cn2c1CN1CCN(c2ncccn2)CC1
  TR SRC2 fluor cs: 2%[53 µM]
  Tau fluor cs: -6%
  NPSR antagonist: 1%
  Epigenetic reg: -0.3%
  TRb-SRC2 inh: 2%[53 µM]
  Tau fibril FP: -2%
  GLA spleen mod: -2%
  CBFb-RUNX1 inh: 5%
26. COC(=O)N/C(C)=C1/NC(=O)c2ccccc2C(c2ccccc2)N1 (stereo not given)
  TR SRC2 fluor cs: 1%
  Tau fluor cs: -14%
  NPSR antagonist: -2%[7.67 µM]
  Epigenetic reg: -9.2%
  TRb-SRC2 inh: 9%
  Tau fibril FP: -9%
  GLA spleen mod: -1%
  CBFb-RUNX1 inh: 7%
27. COc1cc(C(=O)Nc2nccs2)c(Br)c(OC)c1OC
  TR SRC2 fluor cs: -2%
  Tau fluor cs: -5%
  NPSR antagonist: -3%[46.1 µM]
  Epigenetic reg: -0.8%
  TRb-SRC2 inh: -16%
  Tau fibril FP: -3%
  GLA spleen mod: -8%
  CBFb-RUNX1 inh: -4%
28. CCOC(=O)C1=C(C)NC(=O)NC1c1cccnc1 (stereo not given)
  TR SRC2 fluor cs: 0%
  Tau fluor cs: -3%
  NPSR antagonist: 9%[46.1 µM]
  Epigenetic reg: 0.1%
  TRb-SRC2 inh: 9%
  Tau fibril FP: -3%
  GLA spleen mod: 5%
  CBFb-RUNX1 inh: 2%

Single entries from the results shown:
Epigenetic reg with cpd 15 → 1.0%
Epigenetic reg with cpd 1 → 0.7%
